High-throughput results (PubChem)
OX1R antag-1: antagonists of human orexin 1 receptor (OX1R). O43613. OX1R-expressing cells, FRET antagonist read-out. inhibition, % at 6.6 µM. 1.8% of 330,000 active. AID 485270; in the data active means inhibition mostly above about 38%, no sharp cut-off; inactive means mostly below about 40%;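 further: 0% = agonist challenge alone and 100% = reference antagonist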
Target sequence (O43613 whole entry, looked up): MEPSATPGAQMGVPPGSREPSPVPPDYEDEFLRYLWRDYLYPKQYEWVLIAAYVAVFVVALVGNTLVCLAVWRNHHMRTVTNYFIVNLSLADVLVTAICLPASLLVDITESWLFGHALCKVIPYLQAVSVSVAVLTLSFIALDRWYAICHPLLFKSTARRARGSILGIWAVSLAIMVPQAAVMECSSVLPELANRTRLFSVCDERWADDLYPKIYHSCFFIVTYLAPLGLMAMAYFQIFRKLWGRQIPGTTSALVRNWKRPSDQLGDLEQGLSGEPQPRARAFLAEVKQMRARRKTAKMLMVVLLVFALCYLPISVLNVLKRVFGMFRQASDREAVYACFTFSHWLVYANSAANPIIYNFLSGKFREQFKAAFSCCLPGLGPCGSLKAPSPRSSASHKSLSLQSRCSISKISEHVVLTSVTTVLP
OX1R antag-2: blocks the human orexin 1 receptor. 0.43% of 330,000 active. CHO/OX1R cells, Fluo-8 calcium fluorescence, orexin A. AID 434989. inhibition, % at 5 µM;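 active means inhibition above its plate's threshold, mean inhibition of all tested compounds on the plate plus 3 SD, cut at about 37% in these data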;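 further: 0% = orexin A challenge wells and 100% = SB-334867-A antagonist wells; not every result past the cut was called active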
Numbers without * were called inactive.

SMILES	OX1R antag-1	OX1R antag-2
O=C1Nc2ccc(Br)cc2C12OCCO2	5	11
Cc1ccc(S(=O)(=O)N2CCCCC2)cc1NC(=O)COC(=O)c1ccccc1F	16	-14
O=c1ccc2c([nH]1)CCCCCCCCCC2	3	-16
Cc1noc(C)c1COC(=O)CNC(=O)c1cccc(F)c1	10	-5
O=C(O)[C@@H]1CCCN1C(=O)c1ccccc1N1C(=O)[C@@H]2Cc3c([nH]c4ccccc34)C(c3cccc(Cl)c3)N2C1=O (some centres not stated)	-1	-12
COc1ccccc1N1CCN(c2ncnc3c2oc2ccccc23)CC1	25	-12
CC(=O)N1CCC(N(C(=O)Nc2ccc(F)cc2)C2CCCC2)CC1	12	-1
CCCn1c(Sc2nc3c(c(=O)[nH]c(=O)n3C)n2CCC)nc2c1c(=O)[nH]c(=O)n2C	12	-6
CCc1noc(C)c1C(=O)Nc1nc2ccc(F)cc2s1	27	-23
CCCC(c1nnnn1Cc1cccs1)N1CCN(C)CC1 (configuration not stated)	23	-25
CCCCn1c(N)c(N(CCOC)C(=O)COC(=O)c2ccccc2OCC)c(=O)[nH]c1=O	18	-23
C=CCNC(=S)NNc1nc(Nc2ccccc2)nc(N2CCCCC2)n1	8	-46
CN(c1ccc(C(=O)Nc2cccnc2)cc1)S(=O)(=O)c1ccc(Cl)cc1	32	-10
CCC/C(O)=C1\C(=O)CC(c2ccccc2)CC1=NCCc1c(C)[nH]c2ccc(C)cc12 (configuration not stated)	9	-33
CC1CC(C)(C)CC2(C1)NC(=O)N(CC(=O)Nc1ccc3[nH]c(=O)[nH]c3c1)C2=O (configuration not stated)	2	3
COc1ccc(C)cc1NC(=O)CCC(=O)Nc1nnc(C(F)(F)F)s1	6	-7
Cc1cccc(C)c1NC(=O)Cn1c(=O)n(CCC(=O)NCc2ccco2)c(=O)c2sccc21	7	-8
Cc1ccc(-c2cc(C(F)F)n3ncc(C(=O)NN4CCCCC4)c3n2)cc1	3	3
COc1ccc(C(=O)CC(=O)c2ccccc2O)cc1OC	12	-18
COc1cc(/C=N/NC(=O)c2ccccc2O)ccc1OCC(=O)Nc1ccccc1	22	-17
COC(=O)C[C@H]1c2cc(F)ccc2S(=O)(=O)N1Cc1ccccc1OC	24	-9
Cc1ccc(C)n1NC(=O)c1ccc(Cl)cc1	2	-32
CCc1cc2c(N[C@@H](Cc3ccccc3)C(=O)O)ncnc2s1	-4	-2
COCCNC(=O)CN1C(=O)CSc2ccc(S(=O)(=O)N3CCOCC3)cc21	6	9
COC(=O)C1C(=O)NC(SC)=C(C#N)C1c1ccccc1F (configuration not stated)	15	9
COc1ccc(NC(=O)C2C3C=CC4(O3)C2C(=O)N(CCCN2CCCC(C)C2)C4C(=O)NC2CCCCC2)cc1 (configuration not stated)	0	-8
CCc1cc(Cn2nc(-c3ccccc3)cc2C(=O)NCCOC)on1	11	-5
CS(=O)(=O)Nc1ccc(OCc2ccccc2)cc1	3	0
COc1ccc(C2/C(=C(\O)c3ccc4c(c3)OCCO4)C(=O)C(=O)N2Cc2cccnc2)cc1 (configuration not stated)	19	-28
COc1cc(CO)cc(Br)c1OCC(=O)O	7	-17
CC(=O)c1c(C)[nH]c(C(=O)COC(=O)c2cccnc2Cl)c1C	10	24
Cc1ccc(CN2CCN(/N=C/c3cccn3C)CC2)c(C)c1	14	-10
Cc1nnc(Sc2nc3c(c(=O)[nH]c(=O)n3C)n2Cc2ccccc2)s1	8	-7
CN(C)CCC(Oc1ccccc1OCc1ccccc1)c1ccccc1 (configuration not stated)	0	-29
CCOc1cc(C(=O)Nc2ncccn2)cc(OCC)c1OCC	10	-9
COc1ccc(C)cc1NC(=O)CC(NC(C)=O)c1ccccc1 (configuration not stated)	9	-3
CSc1nc(S(=O)(=O)c2ccccc2)c(Cl)s1	18	3
Cc1cccc(C(C)C)c1NC(=O)c1c(-c2ccccc2)noc1C	33	-26
COc1ccc(NC(=O)C2CCCN2S(=O)(=O)c2ccc3c(c2)CCC(=O)N3)c(OC)c1 (configuration not stated)	21	-22
Cc1cccc(NC(=O)CCN2CC(C)OC(C)C2)c1 (configuration not stated)	14	-11
O=C(NC(=S)NCCc1ccccc1)c1ccco1	13	-12
NC(N)=NN=C1CCCCCCCCCCC1	0	9
O=C(O)C1(c2ccccc2)CCN(S(=O)(=O)c2cccc(Cl)c2)CC1	19	-3
CCOCCCNS(=O)(=O)c1ccc(NC(=O)c2ccccc2)cc1	5	-6
Cc1ccc2c(COC(=O)c3c(C)noc3C)cc(=O)oc2c1	32	-20
COc1cc(C(=O)Nc2ccc(S(=O)(=O)Nc3cc(C)nc(C)n3)cc2)cc(OC)c1OC	11	-22
Cc1ccnc(NC(=S)NC(=O)c2cncc(Br)c2)c1	24	-16
O=C(CSC1=Nc2ccccc2C2=NC(c3ccccc3)C(=O)N12)NCC1CCCO1 (configuration not stated)	14	-20
CC(=O)NC(CC(=O)OCC(=O)N1CCc2ccccc21)c1ccccc1 (configuration not stated)	-2	-21
COc1ccc(C(=O)NCC2CCCO2)cc1S(=O)(=O)N1CCCc2ccccc21 (configuration not stated)	15	-6
Cc1occc1C(=O)NNC(=O)c1cccc(F)c1	16	-9
CN(C(=O)c1ccc(S(=O)(=O)N2CCCC2)cc1)C1CCCCC1	4	-25
COC(=O)CN1C(=O)N/C(=C/c2ccc(OC)c(C)c2OC)C1=O	23	-19
COc1ccccc1NC(=O)CNC(=O)c1ccc([N+](=O)[O-])cc1	20	-2
CS(=O)(=O)c1cnc2c(S(=O)(=O)c3ccccc3)cnn2c1N	15	-2
CC(=O)c1c(C)[nH]c(C(=O)COC(=O)c2nccnc2N)c1C	11	11
c1ccc2c(c1)NC(c1ccncc1)n1c-2nc2ccccc21 (configuration not stated)	17	-34
CN(Cc1cnn(C)c1)Cc1nc(-c2ccc(Cl)cc2)no1	12	-19
CC(NC(=O)COC(=O)COc1cccc2c1OC(C)(C)C2)c1ccccc1 (configuration not stated)	10	-5
COc1ccc(C2C(C(=O)N3CCCC3)CC(=O)N2c2ccc(OC)cc2)cc1 (configuration not stated)	12	-11
(cont.)
SMILES	OX1R antag-1	OX1R antag-2
C/C(=N/NC(=O)CNC(=O)c1cccnc1)c1ccc(Cl)cc1	5	-10
CCOC(=O)c1sc(Nc2ccc(OCC)cc2)nc1C	22	-47
Cn1c(=NC(=O)CSCC(=O)N2CCCC2)sc2ccccc21	8	-10
N#Cc1nc(-c2ccco2)oc1N1CCC(C(N)=O)CC1	23	-2
COc1ccccc1C(=O)c1c(C)c(CCC#N)n2ccccc12	9	-18
O=C(CCN1C(=O)c2ccccc2C1=O)Nc1cccc(S(=O)(=O)NC2=NCCC2)c1	35	-9
CCC(C(=O)NC1CCCCC1)N(Cc1cccs1)C(=O)CCC(=O)Nc1cc(C)on1 (configuration not stated)	3	-23
Cc1ccc(C)c(CSC2=NCCN2C(=O)Cc2ccc([N+](=O)[O-])cc2)c1	12	1
CCCS(=O)(=O)N1CCN(C(=O)c2ccccc2F)CC1	13	3
Cc1noc(C)c1CSc1nc2sc(C)c(C)c2c(=O)n1C1CCCC1	7	-37
CSc1ccccc1C(=O)OCC(=O)Nc1ccc(N2CCOCC2)cc1	5	-9
O=C(Nc1cc(-c2ccccc2)nn1-c1c(Cl)cccc1Cl)c1ccc(F)cc1	6	-12
COc1ccc(N2CCN(C(=O)c3cn(C)c4ccc(S(=O)(=O)N5CCOCC5)cc4c3=O)CC2)cc1	-3	6
CC(=O)Nc1cc2nn(-c3ccccc3)nc2cc1Cl	12	-15
Clc1ccc(OCc2nnnn2-c2ccccc2)cc1	11	-4
CCCCCCCCS(=O)C1CCS(=O)(=O)C1 (configuration not stated)	9	-6
Cc1ccc(C(=O)NCC(C)NC(=O)c2ccc(C)c([N+](=O)[O-])c2)cc1[N+](=O)[O-] (configuration not stated)	12	-38
CCc1cc(=O)oc2c3c(cc(OCC(=O)NC4CC4)c12)OC(C)(C)CC3	10	-25
COc1cc(OC)cc(C(=O)NCCN2C(=O)S/C(=C\c3cccs3)C2=O)c1	35*	-7
Cc1cccc(-n2c(C)c(-c3ccccc3)[nH]c2=S)c1	0	-31
CN(Cc1cccc(F)c1)C(=O)C1CC(=O)N(c2ccc3c(c2)OCCO3)C1 (configuration not stated)	0	1
Cc1cccc(N(C)S(=O)(=O)c2c[nH]c3ccc([N+](=O)[O-])cc23)c1	16	-3
C=C1CCN([C@H](C(=O)NCc2cc(OC)c(OC)c(OC)c2)C(C)C)S(=O)(=O)c2ccccc21	12	-19
CCC1(CC)C(=O)NC(=O)NC1=NCCc1c[nH]c2ccccc12	21	6
N#Cc1ccc(CN2CCN(C(=O)c3ccc(S(=O)(=O)N4CCCCCC4)cc3)CC2)cc1	5	4
COc1ccc(NS(=O)(=O)c2cc(-c3cnc(C4CC4)o3)ccc2C)cc1	5	-23
C/C=C/c1cc(CN2CCN(c3ccccc3)CC2)c(O)c(OC)c1	6	-19
CC(C)CCNC(=O)NC(=O)COC(=O)/C=C/c1cccc([N+](=O)[O-])c1	24	-32
C/C(=C\c1ccccc1)C(=O)N1CCN(Cc2ccc3c(c2)OCO3)CC1	4	-21
CS(=O)(=O)N(CCc1ccccc1)CC(=O)NCc1ccco1	-3	5
CCCn1c(N)c(N(CCOC)C(=O)/C=C/c2cccc(Cl)c2)c(=O)[nH]c1=O	8	-3
CCCC(c1nnnn1CS(=O)(=O)c1ccc(C)cc1)N1CCN(c2ccc(F)cc2)CC1 (configuration not stated)	25	-27
CCCN(CC(=O)Nc1ccccc1C)C(=O)C1CCN(S(=O)(=O)c2cccc(C(F)(F)F)c2)CC1	23	-40
COc1ccc(OCC(=O)OCC(=O)N2CC(=O)Nc3ccccc32)cc1	3	-10
Cc1ccc(-c2c[nH]c(=S)n2-c2ccccc2)cc1	-4	-26
COc1cccc(CN2CCNC(=O)C2CC(=O)NCCCn2ccnc2)c1 (configuration not stated)	12	-10
CCC(=O)c1ccc(OCC(=O)OCC(=O)NC2CCCC2)cc1	16	-16
CC(C)CCc1noc(CN(C)CC2CCN(Cc3ccccc3)CC2)n1	0	-30
COC(=O)CSc1nnc(-c2ccoc2C)n1-c1ccc(C)cc1	34	-29
CCOc1cc(C(=O)NCc2ccncc2)cc(OCC)c1OCC	18	8
O=C(O)CCCCCNC(=O)/C=C/c1ccco1	16	-9
COc1ccc2c(c1)c(C(C)=O)c(C)n2-c1ccccc1	7	0
COc1ccc(Nc2nc3ccccc3nc2NS(=O)(=O)c2ccc(NC(C)=O)cc2)cc1	7	-8
COc1ccc(N2C(=O)CC(N3CCC(O)(c4cccc(C(F)(F)F)c4)CC3)C2=O)cc1 (configuration not stated)	27	-21
O=C(c1ccc(S(=O)(=O)Nc2ccccc2)cc1)N1CCOCC1	17	6
Cn1c(CC(=O)NCCO)c(Sc2ccccc2)c2ccccc21	23	-9
COc1cccc(CNC(=O)COc2cc(O)c3c(c2)OC(C)(C)CC3=O)c1	17	-27
CC(NC(=O)c1ccccc1Cl)c1ccc(-n2ccnc2)cc1 (configuration not stated)	5	0
COc1ccc(N2C(=S)NC3CS(=O)(=O)CC32)cc1 (configuration not stated)	-1	-14
CCCC(=O)O[C@]1(C(=O)CO)CC[C@H]2[C@@H]3CCC4=CC(=O)CC[C@]4(C)[C@H]3[C@@H](O)C[C@@]21C	8	-9
CCn1cnc2cc(NS(=O)(=O)c3ccc(OC)c(OC)c3)ccc21	11	-15
CSc1ccc(C(=S)N2CCN(CCO)CC2)cc1	8	7
COC(=O)c1ccc([C@@H](O)[C@H](C)C(=O)CC(=O)OC(C)(C)C)cc1	10	-13
Cc1cc(C(=O)NC2CCCCCCC2)ccc1[N+](=O)[O-]	14	-19
O=C(NCCC1=CCCCC1)C1CCN(C(=O)Nc2ccccc2)CC1	3	-20

Of the compounds above, these have fluorine:
SMILES	OX1R antag-1	OX1R antag-2
Cc1ccc(S(=O)(=O)N2CCCCC2)cc1NC(=O)COC(=O)c1ccccc1F	16	-14
Cc1noc(C)c1COC(=O)CNC(=O)c1cccc(F)c1	10	-5
CC(=O)N1CCC(N(C(=O)Nc2ccc(F)cc2)C2CCCC2)CC1	12	-1
CCc1noc(C)c1C(=O)Nc1nc2ccc(F)cc2s1	27	-23
COc1ccc(C)cc1NC(=O)CCC(=O)Nc1nnc(C(F)(F)F)s1	6	-7
Cc1ccc(-c2cc(C(F)F)n3ncc(C(=O)NN4CCCCC4)c3n2)cc1	3	3
COC(=O)C[C@H]1c2cc(F)ccc2S(=O)(=O)N1Cc1ccccc1OC	24	-9
COC(=O)C1C(=O)NC(SC)=C(C#N)C1c1ccccc1F (configuration not stated)	15	9
Cc1occc1C(=O)NNC(=O)c1cccc(F)c1	16	-9
CCCS(=O)(=O)N1CCN(C(=O)c2ccccc2F)CC1	13	3
O=C(Nc1cc(-c2ccccc2)nn1-c1c(Cl)cccc1Cl)c1ccc(F)cc1	6	-12
CN(Cc1cccc(F)c1)C(=O)C1CC(=O)N(c2ccc3c(c2)OCCO3)C1 (configuration not stated)	0	1
CCCC(c1nnnn1CS(=O)(=O)c1ccc(C)cc1)N1CCN(c2ccc(F)cc2)CC1 (configuration not stated)	25	-27
CCCN(CC(=O)Nc1ccccc1C)C(=O)C1CCN(S(=O)(=O)c2cccc(C(F)(F)F)c2)CC1	23	-40
COc1ccc(N2C(=O)CC(N3CCC(O)(c4cccc(C(F)(F)F)c4)CC3)C2=O)cc1 (configuration not stated)	27	-21
